DAGLB inh – diacylglycerol lipase beta (human) inhibition. Q8NCG7. HEK293T DAGLB membrane lysate, EnzChek fluorogenic substrate. inhibition, % at 5.17 µM. hit rate 0.059% among 340,000. AID 504411; in the data active = inhibition above about 34%;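 note: 0% = enzyme with vehicle and 100% = wells lacking enzyme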
Target sequence (Q8NCG7 whole entry, looked up): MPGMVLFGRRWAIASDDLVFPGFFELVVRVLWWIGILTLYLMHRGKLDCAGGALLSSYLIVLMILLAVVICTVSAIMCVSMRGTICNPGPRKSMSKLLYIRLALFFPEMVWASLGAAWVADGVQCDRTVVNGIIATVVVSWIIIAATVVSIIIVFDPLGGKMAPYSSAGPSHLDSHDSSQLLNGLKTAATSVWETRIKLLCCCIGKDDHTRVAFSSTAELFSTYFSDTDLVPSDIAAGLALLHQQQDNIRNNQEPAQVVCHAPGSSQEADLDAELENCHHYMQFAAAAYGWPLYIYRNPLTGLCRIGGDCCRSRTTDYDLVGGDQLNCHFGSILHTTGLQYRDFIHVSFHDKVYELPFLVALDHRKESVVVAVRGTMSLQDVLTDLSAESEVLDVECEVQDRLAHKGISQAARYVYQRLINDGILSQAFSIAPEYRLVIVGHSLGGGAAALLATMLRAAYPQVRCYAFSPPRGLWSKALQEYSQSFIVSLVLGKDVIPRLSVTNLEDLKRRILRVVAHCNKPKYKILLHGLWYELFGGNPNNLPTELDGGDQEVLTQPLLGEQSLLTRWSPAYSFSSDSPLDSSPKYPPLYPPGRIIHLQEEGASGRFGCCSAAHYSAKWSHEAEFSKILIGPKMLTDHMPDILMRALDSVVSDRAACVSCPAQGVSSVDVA
Rtt109 Vps75 – blocks Candida albicans Rtt109/Vps75 acetyltransferase activity; Q5AAJ8; purified Rtt109/Vps75, ThioGlo CoA-SH fluorescence, 4 h; inhibition, % at 34.9 µM; hit rate 0.16% among 330,000;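 active = inhibition of at least 50% in every replicate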
AddAB inh – less growth of phage-infected E. coli with AddAB. E. coli expressing H. pylori AddAB, absorbance growth. inhibition, % at 11.9 µM. hit rate 0.29% among 330,000; in the data active = inhibition above about 12%;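 note: 0% = vehicle wells of infected cells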
CAL PDZ FP – human CAL PDZ-peptide interaction inhibition; AID 504414; purified CAL PDZ, TMR-peptide fluorescence polarization, 1 h; Q9HD26; inhibition, % at 20 µM; hit rate 0.02% among 330,000;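 active = highest replicate inhibition of at least 40%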;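 note: plate controls were DMSO neutral control wells for no effect and unlabeled competitor peptide control wells for full effect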
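Test system: tagged CAL PDZ domain / Buffer or medium: sodium phosphate/NaCl buffer pH 7.4 with TCEP, IgG, Thesit / Reagent: TMR-labelled reporter peptide T*-PRC34 bound in PDZ groove / Compound dosing: single point, 20 µM / Schedule: 1 h incubation at room temperature before polarization reading / Technique: fluorescence polarization (mP) / Benchmarks: unlabelled peptide, DMSO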
phage Ecoli inh – E. coli growth loss with phage present; growth absorbance; inhibition, % at 11.9 µM; hit rate 0.26% among 360,000; AID 651602; in the data active = inhibition above about 11%
Wnt bcat act – activators of Wnt/beta-catenin signaling; Wnt/beta-catenin reporter cell assay, activator, plate reader; activation, % at 9.35 µM; hit rate 1.2% among 300,000; in the data active = activation above about 30%, passing the limit was not always enough;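 note: 0% = neutral control wells and 100% = positive control wells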
PfHsp90 yeast 2 – inhibits growth of yeast expressing Plasmodium falciparum Hsp90; S. cerevisiae expressing PfHsp90, BacTiter-Glo ATP, 48 h; yeast lacking PDR1 and PDR3 efflux regulators; inhibition, % at 9.4 µM; hit rate 0.32% among 310,000;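 active = every replicate shows inhibition above about 80%, whatever the replicate mean, limit read from the data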;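 note: 0% = DMSO neutral controls and 100% = 20 µM radicicol positive controls; yeast relying on Plasmodium falciparum Hsp90 in place of its own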
Tat transport – blocks Tat-dependent protein export in E. coli; inhibition, % at 10 µM; AID 488895; hit rate 0.036% among 340,000; E. coli MC4100 TorA-mCherry Tat export, fluorescence;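 active = mean replicate inhibition at least 50% and at least half of replicates individually reaching 50%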;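 note: exported cargo escapes ClpAP degradation while cytoplasmic cargo is degraded and loses fluorescence; 0% = median of neutral control wells and 100% = median of NaSCN control wells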
PvdQ acylase – blocks Pseudomonas aeruginosa PvdQ acylase activity | purified PvdQ acylase, fluorescence plate reader | inhibition, % at 10 µM | hit rate 0.063% among 340,000 | AID 488965; in the data active = inhibition above about 30%, passing the limit was not always enough;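 note: 0% = vehicle neutral wells and 100% = reference inhibitor wells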
Ecoli viability – reduces bacterial viability in AddAB counter-screen. E. coli V3065 growth, OD600 absorbance, 18 h. hit rate 0.27% among 330,000. AID 449728. inhibition, % at 11.9 µM;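 active = inhibition above the campaign's mean inhibition across all tested compounds plus 3 SD, cut at about 9.9% in these data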;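 note: uninfected addAB+ strain grown without phage in ampicillin broth; 0% = DMSO wells and 100% = ciprofloxacin 0.95 µg/ml wells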
* marks the source's active call; other numbers are inactive results; x = no result given.

Values run as follows: PfHsp90 yeast 2	PvdQ acylase	CAL PDZ FP	AddAB inh	Rtt109 Vps75	Wnt bcat act	Ecoli viability	phage Ecoli inh	DAGLB inh	Tat transport
#1 COc1ccc(OC)c(NC(=O)CC2Oc3ccccc3NC2=O)c1 (stereo unspecified)
    -34	-8	-1.3	-0.8	-18	4	-1.5	2.2	-2	7
#2 CC(Oc1cccc(Cl)c1)C(=O)N1CCCN(C)CC1 (stereo unspecified)
    7	-1	-1.9	5.4	-3	0	2.7	0.6	1	7
#3 CCCn1c(-c2ccccc2)nc2c(=O)n(C)c(=O)[nH]c21
    -9	8	-0.5	0.8	20	x	0.0	3.9	2	-5
#4 COc1ccc(CCN2CC(C(=O)NCc3ccccc3)CCC2=O)cc1 (stereo unspecified)
    15	-5	-2.0	2.4	-3	0	-1.0	2.4	0	0
#5 CC(C)C1Cc2nc(Cl)c(C#N)cc2CO1 (stereo unspecified)
    -6	-5	-0.9	2.3	8	0	0.4	2.7	1	2
#6 Cc1ccc(OCCC(=O)Nc2ccccc2C(=O)NC2CC2)cc1
    1	-20	-2.2	x	-1	-2	x	0.4	-2	5
#7 Nc1[nH]n(-c2c(Cl)cc(Cl)cc2Cl)c(=O)c1N=Nc1ccc(S(=O)(=O)Nc2ncccn2)cc1
    -6	0	2.3	1.0	-5	-2	-1.5	8.0	5	-9
#8 Cc1ccc(/C=N/NC(=O)c2cccc(NC(=O)c3ccccc3Cl)c2)o1
    14	3	-3.3	3.4	0	-5	1.4	-0.9	1	3
#9 CC(C(=O)NCCc1ccc(F)cc1)N1CCN(Cc2ccccc2)CC1 (stereo unspecified)
    -3	-12	-0.1	1.3	-21	0	0.3	2.4	0	-1
#10 CCOc1ccccc1N(CC(=O)Nc1cccnc1)S(=O)(=O)c1ccc(C)cc1
    5	-3	-1.0	3.4	-4	0	3.6	1.4	-1	2
#11 COC(=O)c1c(NC(=O)CSc2ccccc2N)sc(C)c1C
    3	9	-0.4	3.9	-4	-2	-1.0	2.4	-2	-1
#12 CCCCc1nc2cc(C(=O)N(C)C(C)c3ccccn3)ccc2o1 (stereo unspecified)
    18	5	0.5	x	15	8	x	3.6	-3	-10
#13 CCc1ccc(NC(=O)C(C)OC(=O)/C=C/c2cccc([N+](=O)[O-])c2)cc1 (stereo unspecified)
    -8	6	0.0	4.2	-5	-5	-0.5	-0.4	-1	-11
#14 Cc1cc(NC(=O)CN2CCN(C/C=C/c3ccccc3)CC2)c([N+](=O)[O-])cc1C
    -41	-13	-0.4	3.6	1	-2	-0.2	-1.2	-4	5
#15 CS(=O)(=O)c1ccc2c(c1)SC1=NC(=O)/C(=C/c3ccco3)C(=N)N12
    13	-1	-2.2	1.8	6	-2	-2.5	x	4	-1
#16 CC1=NN(c2ccccc2)C(=O)C1(C)C
    -13	0	0.6	3.4	-8	x	2.0	0.1	-3	-2
#17 CCCc1cc(C(=O)N2CCCC(Cc3cccc(Cl)c3)(C(=O)OCC)C2)n(C)n1 (stereo unspecified)
    5	-7	0.7	-0.1	9	2	-0.1	1.4	-8	10
#18 Cc1ccc(-c2nnn(CC(=O)N(Cc3ccco3)C(C(=O)NC(C)(C)C)c3ccc(C)o3)n2)o1 (stereo unspecified)
    -20	-11	0.8	5.2	20	-2	-1.2	1.1	0	17
#19 CC(C)(C)C(=O)NNC(=O)C1CC1(c1ccccc1)c1ccccc1 (stereo unspecified)
    11	-12	0.7	-2.5	2	0	1.1	-1.2	1	4
#20 c1ccc(Cc2nnc3sc(C4COc5ccccc5O4)nn23)cc1 (stereo unspecified)
    -8	-14	-0.4	0.4	-3	1	0.0	5.0	-1	19
#21 COc1ccccc1C(C(=O)NC1CCCCC1)N(C(=O)c1csnn1)C1CC1 (stereo unspecified)
    -8	-7	-2.3	0.9	1	-1	-0.6	2.2	2	14
#22 Cc1sc2nc(SCC(=O)N(CCO)CCO)nc(N)c2c1C
    0	-16	0.1	3.7	-5	0	-2.5	0.8	0	-1
#23 COc1ccc(N2CCN(C(=O)CSc3nnc(-c4ccco4)n3C)CC2)cc1
    x	x	x	-1.2	x	0	-1.9	3.6	x	x
#24 COc1cccc(NC(=O)N2CCCC2C(=O)Nc2ccc3c(c2)OCO3)c1 (stereo unspecified)
    -20	-14	-0.9	4.1	-4	1	0.2	5.5	0	-4
#25 O=C(CSc1nc2ccccc2[nH]1)NC1CCCc2ccccc21 (stereo unspecified)
    -9	-5	-1.1	1.9	-4	0	2.8	2.0	2	1
#26 CCOC(=O)/C(C#N)=C/C1=C(N2CCOCC2)CC(C)(C)OC1
    2	6	-2.0	0.9	1	3	-1.8	3.5	-3	-13
#27 O=C(COc1ccccc1)N1CCN(C(=O)Cc2ccccc2)CC1
    3	-9	-3.5	1.9	-1	-1	-3.0	-0.9	-2	0
#28 CCCCCCCCCCCCN1C(=O)CSC1c1cccnc1 (stereo unspecified)
    -5	10	0.2	0.2	-4	-1	-1.7	1.0	-5	-8
#29 COc1ccc(CNC(=O)CCC(=O)N2CCN(C(C)=O)CC2)cc1
    3	-2	-0.9	1.4	7	1	-3.7	2.1	0	-10
#30 COc1ccc(C(=O)NCC(=O)OCC(=O)Nc2cccc(S(=O)(=O)N3CCCC3)c2)cc1
    7	-17	-0.8	-2.0	-2	0	-0.4	2.0	-3	6
#31 CC1(C)OC(=O)C(C(c2ccccc2)C(C#N)C(N)=O)=C(O)O1 (stereo unspecified)
    x	-6	-0.1	-0.3	-9	x	-1.2	2.9	1	-5
#32 CCOC(=O)N1CCN(C(=O)Nc2ccc3nc(C)sc3c2)CC1
    -8	-18	-0.9	2.6	-5	x	-0.8	1.9	-2	8
#33 CCCCC(=O)Nc1nnc(S(=O)(=O)N(CC)c2ccc(OC)cc2)s1
    -7	-6	-3.2	x	-2	3	x	0.6	-1	-5
#34 Cc1ccc(S(=O)(=O)Oc2ccc(/C=N/NC(=O)c3cccnc3)cc2)cc1
    13	-14	-4.2	1.0	x	x	0.6	2.4	-1	-9
#35 Cc1c(CCO)sc[n+]1CC(=O)OCCC12CC3CC(CC(C3)C1)C2
    24	-10	-4.6	0.9	x	-8	-3.0	1.2	-2	-6
#36 COc1ccccc1NC(=S)N(Cc1ccco1)Cc1cc2cc(C)c(C)cc2[nH]c1=O
    6	4	-1.6	4.6	23	-9	-1.5	4.2	3	-7
#37 CC(=O)N1CSCC1C(=O)O (stereo unspecified)
    -3	-10	0.8	2.1	12	x	-0.8	0.7	-2	-4
#38 Cc1cc(C(=O)NC(C)c2ccccc2)c2cc(F)ccc2n1 (stereo unspecified)
    -13	-7	0.0	-0.4	x	0	2.9	2.0	-1	0
#39 CC(=O)Nc1ccc(NC(=O)COC(=O)Cn2cnc3ccccc32)cc1
    -4	-7	0.4	-0.2	-7	-7	1.4	3.5	-1	7
#40 CCOC(=O)CSc1nnc(Cc2ccccc2)n1CC1CCCO1 (stereo unspecified)
    -19	1	-1.2	2.8	-1	x	-1.0	1.9	-2	-3
#41 Cc1nnsc1C(=O)NNc1c(Cl)cccc1Cl
    7	1	-0.6	5.4	0	-2	2.2	3.1	0	6
#42 CC(Oc1ccc(Cl)cc1)C(=O)Nc1ccccc1C(=O)N1CCOCC1 (stereo unspecified)
    -4	-20	-0.1	0.8	-7	3	-0.7	3.6	2	1
#43 CCOC(=O)c1[nH]c(C)c(C(=O)Nc2ccc(F)cc2)c1C
    x	-5	0.2	3.4	-3	1	-1.6	0.6	0	0
#44 CCC1CCCCN1CCCNC(=O)c1ccc2c(=O)n(CCOC)c(=O)[nH]c2c1 (stereo unspecified)
    4	-5	0.6	2.2	1	-2	1.8	1.1	3	2
#45 COc1ccc(/C=C2\COc3ccccc3C2=O)cc1OC
    14	-13	-1.8	-0.1	-2	33*	-2.4	0.6	-2	6
#46 O=C(CSc1nnnn1-c1ccccc1)Nc1ccc(N2CCOCC2)c(Cl)c1
    7	3	-2.7	-0.5	-5	x	-1.5	-1.8	-4	-2
#47 CN1C(=O)[C@H]2[C@@H](/C=C/c3ccccc3)N3C(=O)CN(CCO)C(=O)[C@@]3(C)[C@H]2C1=O
    -12	12	-0.1	5.0	-5	-2	-1.5	1.4	-2	-10
#48 CC(C)(C)c1ccc(/C=C/C(=O)Nc2nncs2)cc1
    -5	3	-0.5	1.9	-2	26	-0.2	0.8	2	-6
#49 C=CCc1cccc(/C=N/NC(=O)CCCNc2ccc(C)cc2)c1O
    6	-7	-0.6	-0.5	10	x	2.0	12*	0	8
#50 CCCCOC(=O)C1=C(C)Nc2ncnn2C1c1ccc(OC)c(OC)c1 (stereo unspecified)
    -3	-14	-1.0	1.3	12	-1	-1.4	1.6	1	22
#51 Cc1nn(-c2ccccc2)c2c1C(c1cccs1)C(C#N)=C(N)O2 (stereo unspecified)
    -1	-7	-0.4	3.2	-1	x	1.0	x	11	3
#52 O=C(NC(Cc1ccccc1)C(=O)O)/C(=C/c1ccccc1)NC(=O)c1ccco1 (stereo unspecified)
    3	-16	-0.4	2.9	-13	-1	2.5	-1.1	0	-12
#53 CCCCC1CCC(C(=O)N(CCCC)c2c(N)n(CCCC)c(=O)[nH]c2=O)CC1 (stereo unspecified)
    1	4	-1.0	1.1	0	0	-0.2	1.2	1	0
#54 Cn1nnnc1SCCNS(=O)(=O)c1ccccc1
    -17	-10	-1.5	4.0	-8	-1	2.0	3.5	0	-3
#55 CC(Oc1ccccc1)c1ccn[nH]1 (stereo unspecified)
    20	-2	-2.9	3.9	-1	-11	1.2	4.9	-2	2
#56 CCOc1ccccc1C(=O)N(Cc1ccc(C)o1)C1CCS(=O)(=O)C1 (stereo unspecified)
    -17	-14	-2.4	0.1	-7	2	1.1	2.5	-2	-1

Bioassay records (PubChem)
